# Screening data from PubChem BioAssay.
# RAM inhibit: inhibitors of the yeast RAM network, primary screen, dse1pr::URA3 reporter, 5-FOA selection. actives 1.8% (n = 190,000). S. cerevisiae dse1pr::URA3 reporter, 5-FOA growth OD615, 2 d; analog-sensitive cbk1-as2 kinase mutant strain. AID 868, 2007. inhibition, % at 50 µM;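 active = inhibition above a set limit, 3 SD over mean compound inhibition, cut at about 8.4% in these data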;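 note: 0% = DMSO-only wells with no growth and 100% = 10 µM 1-NA-PP1 full growth; inhibition rescues growth on 5-FOA so higher OD means more RAM inhibition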
# STAT3 activator: IL-6 driven STAT3 reporter potentiators, primary screen, U3A cells, luciferase, luminescence, MLSCN library | IL-6 STAT3-luciferase reporter; 100% = signal with IL-6 EC80 alone | activation (% of control), % at 5.6 µM | actives 0.91% (n = 190,000) | AID 871, 2007;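 active = activation above the screen-wide mean of compound activation plus 3 SD, cut at about 130% in these data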;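 note: 0% = background luminescence of wells with medium and substrate only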
#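 Assay system – human STAT1-deficient U3A cells with stable STAT3-luciferase reporter · Also added – IL-6 (33 ng/mL) · Schedule – compound 1 h, then IL-6 6 h at 37 °C · Technique – reporter luminescence signal · Evaluation – % activation versus median of IL-6-stimulated wells · Benchmarks – IL-6-only wells as 100% reference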
# PPARg SRC3 recr: PPARgamma agonists recruiting SRC-3 coactivator, primary screen, biochemical; Peroxisome proliferator-activated receptor gamma (Homo sapiens), P37231; biochemical PPARgamma/SRC-3 coactivator recruitment assay; activation, % at 8 µM; actives 0.26% (n = 200,000); in the data active = activation above about 23%;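 note: 0% = DMSO and 100% = reference agonist; some compounds past the cut are filed as inactive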
# Target sequence (P37231 whole entry, looked up): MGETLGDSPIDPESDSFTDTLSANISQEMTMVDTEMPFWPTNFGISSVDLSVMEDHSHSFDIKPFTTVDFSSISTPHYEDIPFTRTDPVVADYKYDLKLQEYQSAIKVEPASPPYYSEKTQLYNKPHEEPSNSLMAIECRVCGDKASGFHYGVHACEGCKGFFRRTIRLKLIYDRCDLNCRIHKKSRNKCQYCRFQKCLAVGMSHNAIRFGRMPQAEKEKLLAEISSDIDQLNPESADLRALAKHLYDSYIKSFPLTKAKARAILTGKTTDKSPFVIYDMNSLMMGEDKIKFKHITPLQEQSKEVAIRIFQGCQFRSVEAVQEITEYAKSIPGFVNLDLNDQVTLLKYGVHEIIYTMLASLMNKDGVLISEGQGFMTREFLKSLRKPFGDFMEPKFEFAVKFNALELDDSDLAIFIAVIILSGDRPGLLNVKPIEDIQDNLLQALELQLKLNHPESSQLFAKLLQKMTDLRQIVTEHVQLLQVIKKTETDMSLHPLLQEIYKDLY
# PPARg SRC1 recr: PPARgamma agonists recruiting SRC-1 coactivator, primary screen, biochemical; PPARgamma-SRC-1 coactivator recruitment biochemical assay; activation, % at 8 µM; actives 0.41% (n = 200,000); in the data active = activation above about 19%;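 note: 0% = DMSO and 100% = reference agonist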
# STAT1 blocker: STAT1 signaling inhibitors, primary screen, cell-based, HTS, luciferase reporter; NIH 3T3 STAT1-luciferase reporter, IFN-gamma, luminescence; inhibition, % at 5.5 µM; actives 0.35% (n = 200,000); AID 920, 2007;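 active = inhibition above a set limit, the mean inhibition across all tested compounds plus 3 SD, cut at about 34% in these data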;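 note: 0% = IFN-gamma with DMSO and 100% = IFN-gamma with 300 µM nifuroxazide; values of inactives mirror those of a sister screen read the other way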
# TLR4-MyD88 BLA: inhibitors of TLR4-MyD88 association in cells, primary screen, cell-based, HeLa CL3-4, BLA complementation, FRET ratio; Toll-like receptor 4 (Homo sapiens) + Myeloid differentiation primary response protein …; inhibition, % at 8.4 µM; HeLa CL3-4 TLR4/MyD88 BLA complementation; actives 0.18% (n = 200,000); in the data active = inhibition above about 25%;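 note: 0% = vehicle and 100% = reference inhibitor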
# SRC2 TRFRET art: TR-FRET signal artefacts, primary screen, artefact control for PPARgamma SRC-2 agonist project, biochemical; TR-FRET artefact counter-screen; active compounds read high; TR-FRET ratio at 8 µM; actives 0.4% (n = 200,000); AID 1049, 2008; in the data active = TR-FRET ratio above about 2000; note: inactives centre near 1500
# STAT3 inh: IL-6 driven STAT3 reporter inhibitors, primary screen, U3A cells, luciferase, luminescence, MLSCN library | IL-6 STAT3-luciferase reporter; host cell line lacks STAT1 | inhibition, % at 5.5 µM | actives 0.89% (n = 190,000);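 active = inhibition above the mean inhibition across all screened compounds plus 3 SD, cut at about 44% in these data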;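 note: 0% = DMSO only wells and 100% = 100 µM nifuroxazide control wells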
# ROMK mod: ROMK potassium channel modulators, primary screen, cell-based, thallium flux, MLSMR library; ATP-sensitive inward rectifier potassium channel 1 (Homo sapiens), P48048; Tet-inducible ROMK, thallium flux fluorescence; actives lie on both sides; B-score at 10 µM; actives 2% (n = 130,000); AID 1918, 2009;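 active = signal ratio slope over the read window, or its plate-corrected B-score, at least 3 SD from the plate mean, either direction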;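 note: B-score of the F/F0 ratio slope over 7 to 12 s after thallium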
# Target sequence (P48048 whole entry, looked up): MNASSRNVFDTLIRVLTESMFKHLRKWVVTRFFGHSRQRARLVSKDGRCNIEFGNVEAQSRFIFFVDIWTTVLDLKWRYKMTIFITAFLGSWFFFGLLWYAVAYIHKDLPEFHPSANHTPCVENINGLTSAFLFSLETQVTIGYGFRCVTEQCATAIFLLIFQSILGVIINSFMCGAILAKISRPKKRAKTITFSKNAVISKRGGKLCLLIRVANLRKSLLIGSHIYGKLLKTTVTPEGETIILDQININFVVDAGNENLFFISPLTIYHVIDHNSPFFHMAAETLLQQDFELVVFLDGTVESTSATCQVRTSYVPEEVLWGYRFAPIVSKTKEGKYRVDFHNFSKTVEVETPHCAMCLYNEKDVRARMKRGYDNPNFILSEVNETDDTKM
# S1P3 antag: S1P3 receptor antagonists, primary screen, cell-based; CHO S1P3 NFAT-BLA reporter, FRET fluorescence, antagonist mode; Sphingosine 1-phosphate receptor 3 (Homo sapiens), Q99500; actives 0.27% (n = 170,000); inhibition, % at 4.98 µM; AID 485, 2006;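 active = inhibition above the plate cutoff, the mean inhibition of test wells on that plate plus 3 SD, cut at about 28% in these data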;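 note: cells challenged with S1P at its EC80 of 0.8 µM; blue over green emission ratio from cleaved BLA substrate after 4 h stimulation; 0% = S1P-stimulated wells and 100% = unstimulated DMSO-only wells; some compounds past the cut are filed as inactive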
# PPARg SRC2 recr: agonists of PPARg-SRC-2 recruitment, primary screen, biochemical, HTS. Peroxisome proliferator-activated receptor gamma (Homo sapiens), P37231. PPARgamma LBD-SRC-2 recruitment. activation, % at 8 µM. actives 0.34% (n = 200,000); in the data active = activation above about 22%;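 note: 0% = vehicle and 100% = reference agonist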
# An asterisk follows results filed as active; nt = no result given.
SMILES,RAM inhibit,STAT3 activator,PPARg SRC3 recr,PPARg SRC1 recr,STAT1 blocker,TLR4-MyD88 BLA,SRC2 TRFRET art,STAT3 inh,ROMK mod,S1P3 antag,PPARg SRC2 recr
COc1ccc(CSc2nc(N3CCOCC3)c3c(c2C#N)CC(C)(C)OC3)cc1,0.3,107,5,-8,0,1,1504,-5,nt,20,-5
CCCCCCC(=O)Cc1cc(OC)c(OC)cc1C=C(C(=O)OCC)C(=O)OCC,2.6,106,3,10,3,-3,1510,-10,-1.2,1,0
CCCC(=O)NCCCc1nc2ccccc2n1CCC,0.7,102,0,-2,3,15,1482,4,nt,nt,4
Cc1ccc2oc(=O)c3cnn(CC(=O)N4CCCc5ccccc54)c3c2c1,2.6,110,2,2,1,-4,1403,-6,nt,-16,4
N#CC(c1ccc(Cl)nn1)c1ccccc1Cl (stereo unspecified),-0.5,99,5,0,3,7,1537,6,-0.11,nt,7
O=C(/C=C/c1ccccc1[N+](=O)[O-])Nc1ccccc1,0.8,81,2,-5,-33,5,1496,26,0.089,12,9
Oc1oc(-c2ccccc2Br)nc1/C=N/c1ccccn1,1.5,107,2,-2,-32,-5,1583,0,-0.24,-17,7
CCS(=O)(=O)NCC(c1cccnc1)N1CCN(c2ccccc2)CC1 (stereo unspecified),-0.3,96,-10,10,-4,-2,1590,14,nt,nt,5
CC(C)n1nc(C(=O)Nc2nnc(C3CC3)s2)c2ccccc2c1=O,1.5,100,-2,2,-2,-9,1433,8,0.54,9,-7
Cc1cc(Cl)ccc1OCC(=O)NCc1ccncc1,1.1,94,-10,-10,-10,3,1393,11,nt,nt,1
CCOCc1nnc(NC(=O)c2cc(OC)c(OC)c(OC)c2)s1,-1.1,105,1,-5,-4,9,1397,-1,-0.063,-19,0
O=C(NCc1ccco1)C(c1cccs1)N(C(=O)Cc1cccs1)c1ccccc1 (stereo unspecified),3.7,108,7,-6,1,4,1442,-4,nt,-30,-2
CCCC(=O)Nc1ccc(C(=O)Nc2nnc(COCC)s2)cc1,2.0,102,-2,-9,4,-7,1425,0,nt,nt,-8
CC(=O)Nc1nc2ccccc2n1CCOc1ccccc1,-0.1,89,9,0,2,-4,1723,17,nt,-5,3
Cc1ccnc(NS(=O)(=O)c2ccc(NC(=O)c3c(-c4ccccc4Cl)noc3C)cc2)n1,2.9,128,8,-2,1,-6,1462,-29,-0.011,nt,0
CC(C)c1nc(SCC(=O)Nc2ccc(N3CCOCC3)cc2)c2ccccc2n1,2.3,88,7,6,8,1,1566,15,-0.56,nt,11
CCN(CC)CCCNC(=O)C1c2ccccc2C(=O)N1Cc1ccc(C)cc1 (stereo unspecified),2.0,111,-6,8,1,12,1498,-7,nt,-5,-2
CC(=O)c1c(O)cc(C(C)C)n(-c2ccccc2)c1=O,-0.9,111,-2,2,-4,5,1361,-8,0.96,-5,-6
NCc1nc(-c2ccc(Cl)cc2)no1,1.2,102,2,2,0,-8,1455,6,0.0066,-9,4
CCOC(=O)CSc1nc(C)[nH]c1[N+](=O)[O-],-0.9,94,1,-2,-1,4,1411,13,0.6,-13,5
N#CC1=C(N2CCOCC2)/C(=C\c2ccccc2)CC1,-0.9,115,4,-5,-3,-7,1495,-13,-0.58,-17,4
Cc1cccc(-c2cc3nc4c(c(N5CCC6(CC5)OCCO6)n3n2)CCCC4)c1,nt,100,7,9,-7,-11,1370,0,-0.16,32,-2
COc1ccc(OC)c(C2C(C(=O)O)c3ccccc3C(=O)N2C)c1 (stereo unspecified),1.3,103,-7,0,-9,2,1521,1,0.29,-24,3
COc1cccc(NC(=O)COC(=O)c2c(F)cccc2Cl)c1,-0.1,106,1,7,-15,2,1507,-4,-0.61,-7,7
Cc1nc2ccccn2c1P(=O)(N1CCCCC1)N1CCCCC1,-0.9,105,-3,5,-10,10,1472,-2,-0.6,16,3

# The final 2 records of the part before come first, to join the parts.
SMILES,RAM inhibit,STAT3 activator,PPARg SRC3 recr,PPARg SRC1 recr,STAT1 blocker,TLR4-MyD88 BLA,SRC2 TRFRET art,STAT3 inh,ROMK mod,S1P3 antag,PPARg SRC2 recr
COc1cccc(NC(=O)COC(=O)c2c(F)cccc2Cl)c1,-0.1,106,1,7,-15,2,1507,-4,-0.61,-7,7
Cc1nc2ccccn2c1P(=O)(N1CCCCC1)N1CCCCC1,-0.9,105,-3,5,-10,10,1472,-2,-0.6,16,3
O=C(CSc1nc2cc([N+](=O)[O-])ccc2n1-c1ccc(F)cc1)NC1CCS(=O)(=O)C1 (stereo unspecified),3.7,112,-2,-3,-9,10,1382,-14,-0.0035,8,-5
Cc1cc(C(=O)COC(=O)c2ccc[nH]c2=O)c(C)n1C,2.9,103,1,-2,-11,5,1499,-1,nt,16,-6
COc1cccc(OC)c1OCCCCN1CCC(Cc2ccccc2)CC1,-0.6,87,0,7,-1,-7,1540,23,-3.5,-3,-6
c1coc(-c2ccnc3nc(-n4cccc4)nn23)c1,1.5,110,-3,4,10,-4,1488,-10,-0.019,-6,0
CCCCNC(=O)CN(c1cccc(Br)c1)S(C)(=O)=O,2.4,99,7,3,0,-3,1521,5,1,nt,5
Cn1nc(N)c2c(-c3ccccc3)c(C#N)c(N)nc21,1.3,104,2,0,-14,2,1473,-5,-0.067,-5,0
C#CCOCCOCCOCCNc1nc(N2CCN(C(=O)[C@H](Cc3ccc(O)cc3)n3cc([C@@H](N)CC(C)C)nn3)CC2)nc(N2CCN(C(=O)[C@H](Cc3ccc(O)cc3)n3cc([C@@H](N)CC(C)C)nn3)CC2)n1,1.0,nt,0,-4,-7,-11,1217,nt,nt,-8,-9
O=C(N1CCN(c2ccccc2)CC1)C1(c2cccs2)CCOCC1,0.1,103,2,3,2,8,1651,-4,nt,-4,4
CN(C)CCCN(C(=O)c1ccc(Br)s1)c1nc2cc3c(cc2s1)OCO3,-0.1,106,1,-8,-1,7,1425,6,-0.24,-1,-5
Cc1cccc(OCCC(=O)N(C)CC(=O)Nc2cccc3ccccc23)c1,1.0,109,-4,2,-5,8,1575,-7,nt,-14,2
c1ccc2c(c1)nnn2Cc1nnc2sc(-c3ccncc3)nn12,2.9,103,0,0,-3,-9,1402,-2,0.062,-9,-4
CC1CCCCN1S(=O)(=O)c1ccc(NC(=O)CSc2nnnn2C)cc1 (stereo unspecified),0.9,105,-3,6,4,3,1346,1,0.34,2,-5
OCCNc1nc(N2CCOCC2)nc(N2CCOCC2)n1,1.2,100,4,3,-6,6,1472,7,0.56,-6,5
COC(=O)c1ccc(C)c(NC(=O)CN(c2ccc3c(c2)OCO3)S(C)(=O)=O)c1,2.6,104,-12,0,4,7,1418,-5,nt,19,4
CCCCOc1ccc(Nc2nc(C)cc(C)c2C#N)cc1,3.2,110,4,3,-3,-11,1731,-12,nt,nt,9
Cc1cccc(C)c1NC(=S)NCCc1ccc(O)c(O)c1,-0.3,104,2,-2,-8,-14,1360,-4,0.94,-15,1
Cn1cnnc1SCC(=O)Nc1cccc(C(=O)O)c1,-0.9,111,-4,-1,-4,-2,1413,-16,-0.87,nt,3
CCOc1cc(S(=O)(=O)n2ccnc2)ccc1Br,0.8,105,3,2,-15,7,1549,-1,0.14,-3,2
CCOc1ccc(/C=N/NC(=O)c2ccc(CSc3nc4ccccc4[nH]3)cc2)cc1,1.6,90,-3,0,0,7,1691,15,0.6,9,6
O=C(NCCN1CCNCC1)c1ccccn1,0.5,104,5,-1,-5,7,1551,-2,1.3,5,1
COc1ccc(C(=O)COC(=O)[C@H](C)Nc2ccc(C(F)(F)F)cc2[N+](=O)[O-])cc1,5.2,106,-1,3,6,-4,1432,-7,0.45,nt,-4
COc1cccc(Cn2c(-c3nonc3N)nc3ccccc32)c1,5.7,102,-6,-5,1,14,1405,2,nt,-17,4
Cc1ccc(C)c(NC(=O)CSc2nnc(-c3ccccc3)n2N)c1,0.3,100,-3,-2,6,-11,1626,7,-0.098,nt,0
O=C(Cc1cccs1)NC(c1ccccc1)c1ccccc1,6.0,117,4,6,-9,-8,1541,-13,1,-9,7
CC(C)(C)OC(=O)N1CC(O)CC1C(=O)OCC(=O)c1ccc(-c2ccccc2)cc1 (stereo unspecified),1.1,108,0,-4,1,8,1451,-2,0.13,8,1
O=Nc1c(O)[nH]c2ccc(Cl)cc12,1.8,98,7,8,3,-14,1699,13,-1.8,6,2
COc1ccc(N2CCN(c3ncccn3)CC2)cc1,2.2,90,-8,6,-13,6,1666,12,-0.53,nt,11

# By substructure: those above containing an aryl thioether with sulfur outside any ring.
SMILES,RAM inhibit,STAT3 activator,PPARg SRC3 recr,PPARg SRC1 recr,STAT1 blocker,TLR4-MyD88 BLA,SRC2 TRFRET art,STAT3 inh,ROMK mod,S1P3 antag,PPARg SRC2 recr
COc1ccc(CSc2nc(N3CCOCC3)c3c(c2C#N)CC(C)(C)OC3)cc1,0.3,107,5,-8,0,1,1504,-5,nt,20,-5
CC(C)c1nc(SCC(=O)Nc2ccc(N3CCOCC3)cc2)c2ccccc2n1,2.3,88,7,6,8,1,1566,15,-0.56,nt,11
CCOC(=O)CSc1nc(C)[nH]c1[N+](=O)[O-],-0.9,94,1,-2,-1,4,1411,13,0.6,-13,5
O=C(CSc1nc2cc([N+](=O)[O-])ccc2n1-c1ccc(F)cc1)NC1CCS(=O)(=O)C1 (stereo unspecified),3.7,112,-2,-3,-9,10,1382,-14,-0.0035,8,-5
CC1CCCCN1S(=O)(=O)c1ccc(NC(=O)CSc2nnnn2C)cc1 (stereo unspecified),0.9,105,-3,6,4,3,1346,1,0.34,2,-5
Cn1cnnc1SCC(=O)Nc1cccc(C(=O)O)c1,-0.9,111,-4,-1,-4,-2,1413,-16,-0.87,nt,3
CCOc1ccc(/C=N/NC(=O)c2ccc(CSc3nc4ccccc4[nH]3)cc2)cc1,1.6,90,-3,0,0,7,1691,15,0.6,9,6
Cc1ccc(C)c(NC(=O)CSc2nnc(-c3ccccc3)n2N)c1,0.3,100,-3,-2,6,-11,1626,7,-0.098,nt,0

# No enrichment for hits (roughly 5.6% active in at least one column).
